CFTR F508del cor: correctors of CFTR F508del function in bronchial epithelial cells. CFBE cells, YFP halide quenching; stimulated with forskolin plus potentiator P3; % fluorescence drop versus neutral controls. activity (quench increase), % at 7.58 µM. 350,000 compounds, 0.36% hits;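 active means mean added fluorescence quench of at least 8% versus neutral control, with both replicates also reaching 8%; inconclusive means only one of the mean or replicate conditions met; inactive means mean below 8% and not both replicates reaching 8%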;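 further: cells transiently co-express mutant CFTR-F508del with the halide-sensitive YFP; corrector assay measuring rescue of mutant channel to the surface after 24 h compound exposure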
PglD DTNB: inhibitors of Campylobacter jejuni PglD acetyltransferase | purified PglD enzyme, DTNB colorimetric CoA detection | inhibition, % at 12.5 µM | 360,000 compounds, 0.098% hits | AID 602405; in the data active means inhibition above about 16%, passing the limit was not always enough; inconclusive means no clear call, values can overlap the other calls; further: strong numbers were not always called active
miR-122 sensor: blocks miR-122 activity in Huh7 sensor cells. activation (reporter increase), % at 12.5 µM. AID 602342. Huh7 miR-122 Renilla luciferase sensor, 48 h; neutral wells = 0, positive control = 100. 340,000 compounds, 0.3% hits;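 active means mean replicate activation score at least 90 and every replicate individually at or above 90; inconclusive means only one of the two criteria met; inactive means neither criterion met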;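 further: higher luciferase means less miR-122 activity so hits act as miR-122 inhibitors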
INS-1E GSIS act: primary screen for activators of insulin secretion dependent on glucose, INS-1E cells, GLuc reporter luminescence; activation, % at 16.6 µM; INS-1E GLuc reporter insulin secretion, 2-3 h; 370,000 compounds, 0.61% hits;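 active means lowest replicate activation of at least 40%, so every replicate reaches that level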;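 further: 0% = median of neutral control wells and 100% = median of IBMX positive control wells; some compounds called inactive have numbers as strong as hits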
PGC1a acetyl inh: lowers PGC1a acetylation signal in U2OS cells. AlphaScreen anti-acetyl-lysine; with virally co-expressed GCN5 acetyltransferase. inhibition, % at 15.6 µM. 350,000 compounds, 0.17% hits. AID 651687;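 active means every replicate shows inhibition of at least 40%; inconclusive means mean inhibition at least 40% but some replicate below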;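 further: 0% = neutral control wells and 100% = positive control wells; some results beyond the cut were filed as inactive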
Cneo AK release: causes C. neoformans cell lysis. 360,000 compounds, 0.2% hits. adenylate kinase release luminescence, 4 h; normalised: neutral wells 0, clomiphene wells 100. lysis activity, % at 15 µM;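 active means mean lysis activity across replicates of at least 80%, whatever share of replicates individually reach that level; inactive means mean lysis activity below 80%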
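Test system: log-phase Cryptococcus neoformans yeast cells; Quantity: yeast cell density of 5 × 10^6 cells/mL; Buffer or medium: YPD; Doses: single compound concentration per well; Timing: 4 h at 37 °C static, read 1 h later; Measured by: AK luminescence; Read-out basis: lysis from increased AK signal; Control set: Clomiphene as positive control.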
FN deposition inh: fibronectin deposition inhibition; AH1F fibroblasts, Alexa488-fibronectin deposition fluorescence, overnight; inhibition, % at 12.6 µM; 350,000 compounds, 0.086% hits; AID 743247;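 active means mean inhibition across replicates of 30% or more, regardless of how many single replicates reach that level; inconclusive means mean under 30% yet at least half of replicates reach 30%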;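 further: positive control wells lacked labelled fibronectin entirely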
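Material: AH1F fibroblasts assembling fluorescent fibronectin matrix; amount: 10000 AH1F cells/well; medium: DMEM, 2% serum; reagent: Alexa488-fibronectin, 24 nM final in well; dosing: single compound dose, delivered by pin transfer; incubation: 1 h adhesion, overnight exposure; detection: fluorescence after three HBSS washes, excitation 485 nm, emission 525 nm; measure: fibronectin deposition inhibition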
C2C12 statin: suppressors of simvastatin-induced myotoxicity in C2C12 myotubes; rescue of ATP level, % at 7.49 µM; AID 602340; ATP luminescence, 48 h; scaled: DMSO 0, geranylgeraniol control 100; 330,000 compounds, 0.78% hits;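 active means mean ATP rescue above about 67%, or every replicate alone reaching that limit, limit read from the data, passing the limit was not always enough; inconclusive means no clear call, values can overlap the other calls; inactive means mean under the limit and some replicate under it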;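 further: myotubes were challenged with 10 µM simvastatin during compound exposure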
Numbers without * were called inactive; u = inconclusive; x = no result given; [ ] = remark or other dose.

SMILES	CFTR F508del cor	PglD DTNB	miR-122 sensor	INS-1E GSIS act	PGC1a acetyl inh	Cneo AK release	FN deposition inh	C2C12 statin
CC(C)n1c(O)c(N=NC(=O)Cn2ccc(C(F)(F)F)n2)c2ccccc21	x	1.3	-0.5	-26.9	x	3.5	-6.8	x
Cc1ccc(C(=O)NCCNC(=O)c2cnccn2)cc1	-0.2	-1.9	-1.4	4.6	x	-5.4	3.9	-1.3
O=C(CSc1ncc(C(F)(F)F)cc1Cl)NCC1CCCO1 (stereo unspecified)	-1.8	1.4	2.1	-13.3	-5.1	-1.3	-6.5	x
C[C@@H]1CN([C@H](C)CO)C(=O)Cc2cc(NC(=O)Cc3ccccc3)ccc2O[C@@H]1CN(C)S(=O)(=O)c1ccc(F)cc1	0.5	-1.6	0.0[16.7 µM]	-14.3	-1.9	-1.6	4.3	5.0
CC(=O)Nc1ccc(S(=O)(=O)Oc2cccc(N3C(=O)C4CCCCC4C3=O)c2)cc1 (stereo unspecified)	x	2.4	-10.6	x	2.0	-0.2	-15.7	-8.2
O=C(O)[C@H]1CCCC[C@H]1C(=O)Nc1ccc(Nc2ccccc2)cc1	x	4.8	-2.3	x	7.3	-1.4	-1.9	-44.9
CCC(=O)Nc1cccc(C2=NOC3(C2)C[C@H](C(N)=O)N(C(=O)c2ccc(Cl)cc2)C3)c1 (stereo partly specified)	0.0	1.7	-2.6	x	4.9	1.7	-5.9	0.2
C[C@@H]1CCCCO[C@H](CN(C)Cc2ccc(C(=O)O)cc2)[C@H](C)CN([C@@H](C)CO)C(=O)c2cc(NC(=O)c3ccccc3)ccc2O1	-3.0	-17.0	-1.4[16.7 µM]	15.2	1.2	-2.3	-4.2	x
O=C(c1cccc(Oc2ccc([N+](=O)[O-])cc2)c1)N1CCOCC1	-2.9	-1.4	2.3	-5.8	7.4	1.8	2.8	6.2
O=C(OCn1nnc2ccccc2c1=O)C12CC3CC(CC(O)(C3)C1)C2	-1.9	2.4	-0.5	0.2	-0.4	-1.5	8.9	-10.8
CC1(C)N=C(N)NC(Nc2ccccc2)=N1	x	-16.5	-1.8	x	-28.7	-0.8	-2.7	-2.6
COCC(=O)Nc1ccc2c(c1)OC[C@@H](C)N(Cc1cncnc1)C[C@H](C)[C@@H](OC)CN(C)C2=O	0.2	x	-2.9[16.7 µM]	0.7	-39.5	x	-1.4	2.3
CS(=O)(=O)N1CC(=O)N2[C@@H](CO)[C@H](c3ccc(C#Cc4ccc(F)cc4)cc3)[C@@H]2C1	u	x	x	2.7	11.7	x	-0.1	x
NC(=O)N\N=C/C=C/C=C/c1ccc(F)cc1	0.3	-14.6	-2.9	-5.4	6.2	-1.1	-6.9	2.6
Cc1ccc(S(=O)(=O)NCc2ccco2)cc1C	x	-5.4	39.0	-1.4	-2.3	0.9	x	-8.8
COc1ccccc1N1CCN(/N=C/c2cc(OC)c(OC)c(OC)c2)CC1	x	1.0	2.2	5.5	-4.2	0.8	x	2.3
C[C@H](CO)N1C[C@H](C)[C@H](CN(C)C(=O)c2ccccc2)Oc2cc(C3=CCCC3)ccc2S1(=O)=O	-2.6	-1.8	2.7[16.7 µM]	-8.8	-4.5	-1.0	x	-3.2
CCC(=O)N1CCN(c2ccccc2NC(=O)c2ccc([N+](=O)[O-])o2)CC1	-1.3	9.9	8.4	-2.6	-2.9	0.6	0.9	-17.5
O=C(CCN1C(=O)c2cccc3cccc(c23)C1=O)N1CCOCC1	0.0	-2.7	-4.3	x	-4.4	-1.3	13.7	6.3
O=S(=O)(c1ccc(Cl)c(Cl)c1)N1CCc2nc3ccccc3n2CC1	x	1.8	-5.9	x	x	0.5	14.0	3.3
Cc1ccc(S(=O)(=O)N2CCN(C(=O)c3n[nH]c(=O)c4ccccc34)CC2)cc1	-2.5	2.6	-1.6	4.0	-0.3	2.6	x	6.1
CNC[C@H]1Oc2ccc(N(C)C)cc2C(=O)N([C@H](C)CO)C[C@H]1C	1.2	-1.0	-4.4[16.7 µM]	28.3	5.2	20.6	-0.2	-15.6
CCOc1ccc(Nc2nc(Cc3nnc(SCC(=O)c4ccc(C)c(C)c4)o3)cs2)cc1	-2.0	-0.9	-8.4	13.3	18.7	-0.5	x	5.6
O=C(NCC[C@H]1CC[C@H](NC(=O)C2CCCC2)[C@H](CO)O1)c1cnccn1	0.9	0.3	-9.1[16.7 µM]	13.2	1.5	1.0	2.6	1.8
O=C(O)C(O)c1ccco1 (stereo unspecified)	x	-0.3	-6.5	x	2.8	-1.4	x	3.5
C[C@@H]1CN([C@@H](C)CO)C(=O)c2cccc(NS(=O)(=O)c3ccccc3)c2O[C@@H]1CN(C)C(=O)Nc1ccc2c(c1)OCO2	0.6	-1.3	3.6[16.7 µM]	-10.1	1.5	0.7	x	38.2
Cc1[nH]n(-c2ccc(Cl)cc2)c(=O)c1C(=O)c1ccccc1	-3.6	-8.1	-3.7	-12.3	-7.5	-0.9	9.5	-21.7
C=CCNC(=O)C1COc2ccccc2O1 (stereo unspecified)	-2.9	-0.8	-17.3	5.2	-1.2	2.1	-1.8	47.0
CCOC(=O)C(NC(=O)c1ccc(F)cc1)(Nc1nnc(C)s1)C(F)(F)F (stereo unspecified)	x	-3.1	1.0	x	-3.2	-6.7	x	-2.3
CCN(CC(=O)Nc1ccccc1C(F)(F)F)C(=O)CN1C(=O)NC2(CCCCC2)C1=O	-2.0	-0.3	-0.9	-1.2	x	-0.5	-3.7	10.7
O=C(NCC1COc2ccccc2O1)C1C2C=CC3(CN(Cc4ccccc4Cl)C(=O)C13)O2 (stereo unspecified)	x	-8.4	-4.5	x	7.0	1.1	-11.4	6.9
C[C@H](CO)N1C[C@H](C)[C@H](CN(C)Cc2ccc(Cl)c(Cl)c2)OCCCC[C@H](C)Oc2ccc(NC(=O)Nc3ccccc3)cc2C1=O	-2.0	-0.8	-6.4[16.7 µM]	0.3	6.5	10.6	-5.0	-64.1
C=CCOC(=O)C1=C(C)NC(SCC(=O)Nc2nccs2)=C(C#N)C1c1ccc(Cl)cc1 (stereo unspecified)	x	1.1	1.9	-23.5	-16.7	-0.3	-3.2	x
Cc1ccc(S(=O)(=O)N2CCN(C(=O)N3CCOCC3)C2c2ccc(N(C)C)cc2)cc1 (stereo unspecified)	x	3.4	0.6	x	x	-0.7	x	3.6
COc1cccc(-c2noc(-c3ccc(Cl)nc3)n2)c1	2.0	x	x	-0.7	-7.1	x	6.2	x
CC1CC(=O)C(C(C2=C(O)CC(C)CC2=O)c2ccccc2)=C(O)C1 (stereo unspecified)	1.0	-2.0	33.2	-1.5	-5.2	2.1	2.0	100.8*
CN1CCN(C(=O)C[C@@H]2C[C@H]3c4cc(NC(=O)Cc5ccncc5)ccc4O[C@H]3[C@@H](CO)O2)CC1	-1.1	3.5	-1.8[16.7 µM]	-4.5	1.9	-3.3	x	1.6
CC(C)CC(=O)Nc1sc2c(c1C#N)CC(C)(C)NC2(C)C	x	-13.0	-6.3	x	-17.8	-0.3	x	-1.7
COc1ccc(CC(=O)Nc2ccc(S(=O)(=O)Nc3nccs3)cc2)cc1	0.4	0.5	7.4	9.7	x	-0.9	-2.0	22.5
C(=N\Nc1nc(-c2cccnc2)nc2ccccc12)/c1ccccc1	-0.6	0.6	-1.3	x	9.2	-2.6	3.3	x
Cc1ccc(-c2cc(C(=O)O)c3cc(Br)ccc3n2)o1	x	-2.0	-5.0	x	-2.4	1.3	-0.1	3.8
C[C@@H]1CCCCO[C@@H](CN(C)Cc2ccc(C(=O)O)cc2)[C@@H](C)CN([C@H](C)CO)C(=O)c2cc(NS(=O)(=O)c3ccccc3)ccc2O1	1.2	-0.6	7.4[16.7 µM]	0.6	8.8	0.9	0.8	-0.7
C[C@H]1CN([C@@H](C)CO)C(=O)c2cc(C#CC(C)(C)O)cnc2O[C@H]1CN(C)C(=O)c1ccccc1F	0.0	-2.2	-2.2[16.7 µM]	26.4	-0.3	3.1	-9.2	-10.2
Cn1c(=O)c2c(nc(NCCNC(=O)c3ccco3)n2Cc2ccc(Cl)cc2Cl)n(C)c1=O	x	5.6	-7.7	x	1.4	1.0	x	13.3
CO[C@H]1CN(C)C(=O)c2ccc(NC(C)=O)cc2OC[C@@H](C)N(Cc2cccnc2)C[C@H]1C	-0.5	x	10.3[16.7 µM]	-1.5	-1.4	x	x	-4.3
CCOc1ncccc1C(=O)Nc1ccc(S(=O)(=O)N2CC(C)CC(C)C2)cc1 (stereo unspecified)	0.7	-7.9	x	x	-9.5	5.2	-4.5	-1.6
COc1ccc(C2NC(=O)NC(C)=C2[N+](=O)[O-])cc1OC (stereo unspecified)	-1.6	x	x	9.0	-13.7	x	6.5	x
COc1ccc(NC(=O)C(Cc2ccccc2)n2cccc2)cc1OC (stereo unspecified)	1.0	0.4	-0.4	4.7	2.9	1.9	7.2	x
COc1ccc(NC(=O)CCCNC(=O)Cn2cnc3sc(C)c(C)c3c2=O)c(OC)c1	-3.4	4.3	-4.7	-0.1	2.3	1.6	-0.1	12.5
CC(C)NC(=O)Nc1ccc2c(c1)C(=O)N([C@H](C)CO)C[C@H](C)[C@@H](CN(C)C(=O)NC1CCCCC1)OCCCC[C@H](C)O2	-2.6	3.0	-3.5[16.7 µM]	5.0	3.8	-0.4	x	x
COc1ccc2c3c([nH]c2c1)[C@H](CO)N(C(=O)CC1CC1)CC31CCN(C(=O)c2ccccc2)CC1	3.5	x	x	7.7	1.8	x	5.1	x
NNC(=O)c1cccn(Cc2cccc(C(F)(F)F)c2)c1=O	-3.5	-2.9	13.7	-30.6	3.5	-0.7	-9.6	-23.0
